Kir21 inh: inhibitors of mouse Kir2.1 inward-rectifier potassium channel; HEK293-Kir2.1, FluxOR thallium flux fluorescence; active compounds read low; AID 1672, 2009; Inward rectifier potassium channel 2 (Mus musculus), P35561; hit rate 0.85% among 310,000; B-score at 10 µM;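 active means fluorescence ratio B-score at or below minus 3 SD of library scores, with starting-brightness B-score within 2 SD, cut at about -4.2 in these data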;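 further: channel flux triggered by added potassium and thallium sulfate stimulus; B-score of peak minus minimum fluorescence over baseline after thallium stimulus; more negative B-score means stronger Kir2.1 block with less thallium influx; some compounds called inactive have numbers as strong as hits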
Target sequence (P35561 whole entry, looked up): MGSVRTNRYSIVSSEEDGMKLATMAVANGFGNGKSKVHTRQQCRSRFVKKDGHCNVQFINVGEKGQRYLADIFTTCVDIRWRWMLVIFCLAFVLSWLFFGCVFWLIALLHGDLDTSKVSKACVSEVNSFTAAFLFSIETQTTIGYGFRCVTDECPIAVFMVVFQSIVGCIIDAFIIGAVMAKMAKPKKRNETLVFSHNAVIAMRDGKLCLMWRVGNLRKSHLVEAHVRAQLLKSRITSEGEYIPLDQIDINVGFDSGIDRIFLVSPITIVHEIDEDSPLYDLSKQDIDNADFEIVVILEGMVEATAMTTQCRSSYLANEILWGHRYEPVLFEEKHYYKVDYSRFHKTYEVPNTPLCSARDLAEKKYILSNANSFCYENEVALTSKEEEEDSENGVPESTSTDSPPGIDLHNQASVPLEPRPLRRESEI
KCNQ2 inh: KCNQ2 potassium channel inhibitors, primary screen, cell-based, CHO-K1, FluxOR thallium flux, B-score (AID 2156). Potassium voltage-gated channel subfamily KQT member 2 (Rattus norvegicus), O88943. 20 min; active compounds read low. B-score at 10 µM. hit rate 1.1% among 310,000;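 active means fluorescence ratio B-score at most minus 3 library SDs, with starting brightness B-score within 2 library SDs, cut at about -5.5 in these data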
Numbers without * were called inactive; i = inactive.

SMILES | Kir21 inh | KCNQ2 inh
Cn1c(SCC(=O)Nc2ccc(Cl)cc2)nnc1C1CC1 | -0.35 | i
CCN(C(=O)COC(=O)CNC(=O)c1ccc(C)s1)c1ccccc1 | 0.02 | i
CCCN(C(=O)CSCc1ccccc1C)c1c(N)n(Cc2ccccc2)c(=O)[nH]c1=O | -0.7 | i
O=C(CSc1nc2c(c(=O)[nH]1)CN(Cc1ccc(F)cc1)CC2)Nc1ccc(F)cc1 | 0.07 | i
CN1C2CCC1/C(=C\c1ccccc1)C(=O)/C2=C\c1ccccc1 | -1.42 | i
O=C(CC(=O)Nc1ccccc1[N+](=O)[O-])Nc1ccccc1[N+](=O)[O-] | 0.44 | i
Cc1ccc(OC(=O)CCNC(=O)c2ccccc2Cl)c(Br)c1 | 0.91 | i
COc1ccc(C2=NOC(C(=O)Nc3ccc4c(c3)OCCO4)C2)cc1OC (stereo unspecified) | -0.62 | i
CCc1nnc(NC(=O)CSc2nnc(COc3cccc(C)c3)o2)s1 | 1.05 | i
CCOC(=O)NN1C(=O)c2ccccc2NC12CCCC2 | 1 | i
CCCn1c(=O)c(C(=O)Nc2ccccc2C(=O)OCC)c(O)c2ccccc21 | -0.19 | i
Cc1nn(CC(=O)N2CCN(c3ccccc3)CC2)c(=O)c2cccn12 | -1.18 | i
COc1ccccc1-c1nnc(SCC(=O)Nc2cc(C)on2)o1 | 1.43 | i
Nc1[nH]c(=O)[nH]c(=O)c1N=Nc1ccccc1Cl | -1.55 | i
CCN(CCn1cccn1)Cc1cn[nH]c1-c1cccc2ccccc12 | -0.31 | i
O=C(CCCOc1ccccc1)NCc1ccco1 | 0.49 | i
O=S(=O)(Nc1ccc2ccccc2n1)c1ccccc1Cl | -0.37 | i
CC(=O)NC(Cc1cc(C)ccc1C)C(=O)N1CCN(C(=O)c2ccc([N+](=O)[O-])cc2)CC1 (stereo unspecified) | 1.39 | i
Cc1cccc(NS(=O)(=O)c2ccc(C(C)(C)C)cc2)n1 | -0.61 | i
O=C1NC2(CCCCC2)N=C1c1ccc(Br)cc1 | 0.73 | i

Filtered by structure: those above containing an aryl methoxy group
SMILES | Kir21 inh | KCNQ2 inh
COc1ccc(C2=NOC(C(=O)Nc3ccc4c(c3)OCCO4)C2)cc1OC (stereo unspecified) | -0.62 | i
COc1ccccc1-c1nnc(SCC(=O)Nc2cc(C)on2)o1 | 1.43 | i

Exported field by field: entries from further up.
> CC(=O)NC(Cc1cc(C)ccc1C)C(=O)N1CCN(C(=O)c2ccc([N+](=O)[O-])cc2)CC1 (stereo unspecified)
  Kir21 inh: 1.39; KCNQ2 inh: i
> Nc1[nH]c(=O)[nH]c(=O)c1N=Nc1ccccc1Cl
  Kir21 inh: -1.55; KCNQ2 inh: i

(cont.)
SMILES | Kir21 inh | KCNQ2 inh
CCOC(=O)CC(=O)CSc1nc2nc(C)cc(C)n2n1 | -1.04 | i
O=C(O)C1CC1C(=O)N1CCN(c2ccc(Cl)c(Cl)c2)CC1 (stereo unspecified) | -0.73 | i
CCOC(=O)CNC(=O)CN1C(=O)CCS(=O)(=O)c2ccccc21 | -1.98 | i
CCOc1ccc(OCCN2C(=O)c3ccccc3C2=O)cc1 | -0.06 | i
Cc1ccc(C(=O)N/C(=C\c2cccs2)C(=O)NCCc2c[nH]c3ccccc23)cc1 | -1.02 | i
CCOC(=O)C(C)n1cnc2c1c(=O)[nH]c(=O)n2C (stereo unspecified) | -0.03 | i
Cc1ccc(OC(=O)COc2ccccc2)c(-n2nc3ccccc3n2)c1 | -0.01 | i
O=C(COC(=O)c1ccc2c(c1[N+](=O)[O-])C(=O)c1ccccc1C2=O)NC1CC1 | 0.54 | i
O=C(CCc1nc2ccccc2c(=O)[nH]1)Nc1nnc(SCc2ccc(F)cc2)s1 | 0.79 | i
S=c1[nH]ccn1-c1cccc(Cl)c1 | 0.9 | i
CCn1c(SCc2ccccc2)nnc1C1CCCCC1 | -2.36 | i
COC(Cn1c(-c2cccc(S(=O)(=O)N(C)C)c2)n[nH]c1=S)OC | 0.73 | i
COc1ccc(C(=O)NNC(=O)CN2CCC(n3nnc4cc(C(F)(F)F)ccc43)CC2)cc1 | 0.56 | i
Cc1ccc(C(=O)/C=C/c2ccccc2[N+](=O)[O-])cc1 | -2.65 | i
CCc1ccc(/C=C/C(=O)c2ccc(N3CCOCC3)cc2)cc1 | 0.51 | i
N#CC1=C(N)C(C#N)(C#N)C2(CCC3(CC2)OCCO3)C2CC3(CC=C12)OCCO3 (stereo unspecified) | -1.16 | i
CCc1nnc(SCC(=O)Nc2ccc3c(c2)OCO3)o1 | -0.56 | i
CC(C)NC(=O)c1cnc(Sc2ncc(C(F)(F)F)cc2Cl)n1C | -1.25 | i
COc1ccc(-n2cc(CNCc3cnc4ccccn34)c(-c3cccc(F)c3)n2)cc1 | -1.07 | i
CC(C)CC[n+]1ccn(C2=C([O-])c3ccccc3C(=O)/C2=N\S(=O)(=O)c2ccccc2)c1 | 1.15 | i
Nc1c(Sc2ccccc2)c(=O)[nH]c(=O)n1Cc1ccccc1 | 0.13 | i
O=C(Nc1ccc([N+](=O)[O-])cc1)Nn1cnnc1 | -1.63 | i
COc1cc(/C=C2\SC(N3CCC(C)CC3)=NC2=O)ccc1O | -2.23 | i
CCN(CC)S(=O)(=O)c1ccc(C)c(N=C=S)c1 | -0.04 | i
O=C(Cn1nc(C(=O)O)c2ccccc2c1=O)NCc1ccco1 | 3.74 | i
Cc1nn(C(=O)c2ccco2)c(C)c1Sc1ccc(Br)cc1 | -0.97 | i
Cc1cccc(NCCC#N)c1 | 0.58 | i
C/C(=N\NC(=O)c1cccc(F)c1)c1ccc(Br)s1 | -0.01 | i
COc1cc(OC)c2ccc(=O)oc2c1C(CCN1CCCC(C)C1)c1ccc(N(C)C)cc1 (stereo unspecified) | -2.06 | i
CCOC(=O)c1c(C)nc(C)c2c(=O)oc3ccccc3c12 | 1.11 | i
Cc1cnc(=O)[nH]c1SCc1ccc([N+](=O)[O-])cc1 | 1.84 | i
COc1ccccc1CNC(=O)N[C@@H](Cc1ccccc1)C(=O)O | -2.14 | i
COc1ccc(C2=NS(=O)(=O)N(C)C(C(=O)N3C(C)CCCC3C)=C2)cc1 (stereo unspecified) | -0.68 | i
Cc1cccc2cc(/C=N/NC(=O)[C@H]3C[C@@H]3c3ccccc3)c(Cl)nc12 | -0.54 | i
O=C1/C(=C/c2ccccc2)Nc2ccccc21 | -2.46 | i
Cc1ccc(NC(=O)CN2C(=O)N/C(=C/c3ccc(C)s3)C2=O)cc1 | 1.12 | i
Cc1cccc(NC(=O)CC2NC3CCCCC3NC2=O)c1 (stereo unspecified) | -0.99 | i
CCOc1ccc2nc(NCCCNC(=O)c3cc(OC)c(OC)c(OC)c3)c(C#N)cc2c1 | -0.87 | i
O=C(Cn1ncn2c(cc3ccccc32)c1=O)NCCc1cccs1 | 0.2 | i
CCNS(=O)(=O)c1ccc2nc(NC(=O)c3cccnc3)sc2c1 | 0 | i
O=C(C1CCC(CNS(=O)(=O)c2cccs2)CC1)N1CCCCC1 (stereo unspecified) | 0 | i
O=C(Nc1cccc([N+](=O)[O-])c1)c1ccc2c(c1)OCO2 | -0.41 | i
COc1cccc(C(=O)NNC(=O)c2ccccc2Br)c1 | 0.68 | i
Cc1ccc(S(=O)(=O)N2CCN(C(=O)CCC(=O)NCCc3ccc(S(N)(=O)=O)cc3)CC2)c(C)c1 | 0.29 | i
COC(=O)CC1C(=O)NCCN1C(=O)Nc1cccc(Cl)c1 (stereo unspecified) | 2.03 | i
O=C(c1noc2c1CCCC2)N1CCN(c2ccccc2)CC1 | 0.33 | i
COc1ccccc1NCC(=O)N/N=C/C=C/c1ccccc1 | 1.86 | i
COc1ccc(-c2[nH]ncc2CN(C)Cc2cnccn2)c(OC)c1 | 0.74 | i
O=C(C1CCN(S(=O)(=O)c2cccs2)CC1)N(c1ccccn1)C1CCCCC1 | 0.95 | i
CSCCC(CO)NC(=O)OCc1ccccc1 (stereo unspecified) | 0.47 | i
Next entries follow:
SMILES | Kir21 inh | KCNQ2 inh
COc1ccc(S(=O)(=O)N2CCN(C3Cc4ccccc4C3)CC2)cc1 | -0.14 | i
Cc1ccc(NC(=O)C2CCCN(S(=O)(=O)c3cccc4nonc34)C2)cc1 (stereo unspecified) | -0.29 | i
O=C(Nc1cccc(Cl)c1)c1cccc(N2C(=O)C3CC=CCC3C2=O)c1 (stereo unspecified) | -0.13 | -6.03*
CCCCn1c(N)c(N(CC(C)C)C(=O)Cc2ccc3c(c2)OCCO3)c(=O)[nH]c1=O | 0.79 | i
CC1=CC2=NC(=O)CC(C)(C(=O)N(CC(=O)NC(C)(C)C)Cc3cccs3)N2C=C1 (stereo unspecified) | -0.41 | i
CC(C)c1ccc(-c2c(NCCc3ccccc3)c(=O)c2=O)cc1 | -0.61 | i
Cc1onc(-c2ccccc2)c1C(=O)N1CCCCCC1 | -1.38 | i
CSc1ccc(CN(C)C(=O)C23CC4CC(CC(Cl)(C4)C2)C3)cc1 | 0.27 | i
O=C(CSc1nnc(Cc2cc(=O)[nH]c(=O)[nH]2)n1-c1ccc(Cl)cc1)N1CCc2ccccc21 | 1.67 | i
Cc1nc(C)c(-c2csc(Nc3ccccn3)n2)s1 | -0.89 | i
CC(=O)c1cccc(NC(=O)Oc2ccccc2)c1 | -0.75 | i
CCNc1nc(NC(C)(C)C)nc(N(CC)n2cnnc2)n1 | -1.11 | i
CCOC(=O)C1CCN(Cc2cnc(Oc3ccc(OC)cc3)s2)CC1 | 0.26 | i
COC(=O)c1ccsc1NC(=O)CSc1nnnn1-c1ccccc1SC | -0.31 | i
Cc1cc(Cl)ccc1OCCCC(=O)Nc1cccc(-n2cnnn2)c1 | 2.91 | i
OC[C@H]1O[C@@H](n2cnc3c(Nc4ccccc4)ncnc32)[C@H](O)[C@@H]1O | 1.88 | i
O=C(NCC1CCCO1)c1ccc2c(=O)n(CC3CCCO3)c(SCC(=O)N3CCCC3)nc2c1 (stereo unspecified) | 0.01 | i
COc1cccc(CN2CCNC(=O)C2CC(=O)N(C)Cc2cnccn2)c1OC (stereo unspecified) | 1.42 | i
COC(=O)N1c2ccccc2C=Cc2ccccc21 | 0.96 | i
COC(=O)c1ccc(N2CN=C(c3ccc(C)cc3)NC2=S)cc1 | -0.26 | i

4 structures from above, arranged by number of heavy atoms, falling:
SMILES | Kir21 inh | KCNQ2 inh
COc1cccc(CN2CCNC(=O)C2CC(=O)N(C)Cc2cnccn2)c1OC (stereo unspecified) | 1.42 | i
CCOC(=O)C1CCN(Cc2cnc(Oc3ccc(OC)cc3)s2)CC1 | 0.26 | i
CCNc1nc(NC(C)(C)C)nc(N(CC)n2cnnc2)n1 | -1.11 | i
CC(=O)c1cccc(NC(=O)Oc2ccccc2)c1 | -0.75 | i

Next section
SMILES | Kir21 inh | KCNQ2 inh
O=S1(=O)CC=C(CSc2nc3ccccc3[nH]2)C1 | -1.04 | i
Cc1ccc(S(=O)(=O)NCc2cc(=O)n(C)c(=O)n2C)cc1C | 0.01 | i
COc1ccc(OC)c(NS(=O)(=O)c2ccc(Cl)s2)c1 | -2.51 | i
O=C1CN(C(=O)COC(=O)/C=C/c2ccco2)c2ccccc2N1 | 0.88 | i
C=CCn1c(COc2ccc(CC)cc2)nnc1SCC(=O)N(C)C1CCS(=O)(=O)C1 (stereo unspecified) | 0.23 | i
N#Cc1c2n(c3c(=O)n(Cc4ccc(Cl)cc4)cnc13)CCCC2 | 1.43 | i
COc1ccc(OC)c(NC(=O)C2CCN(c3nc(C)cc(C)n3)CC2)c1 | 0.13 | i
COc1cccc(NC(=O)Nc2nc(SC(C)(C)C)ns2)c1 | -0.82 | i
O=C(O)c1cccc(CSc2nnc(-c3ccco3)o2)c1 | 0.13 | i
O=C1Nc2ccccc2C(=O)N2CCCCC12 (stereo unspecified) | 0.9 | i

Structures listed so far printed as active in KCNQ2 inh.
SMILES | Kir21 inh | KCNQ2 inh
O=C(Nc1cccc(Cl)c1)c1cccc(N2C(=O)C3CC=CCC3C2=O)c1 (stereo unspecified) | -0.13 | -6.03*

The results go on:
SMILES | Kir21 inh | KCNQ2 inh
COc1ccc(C2c3c(oc4ccccc4c3=O)C(=O)N2c2ccc(C)cn2)cc1OC (stereo unspecified) | 0.09 | i
CCc1nc2ccccc2n1CC(O)COCC1CC=CCC1 (stereo unspecified) | -0.1 | i
COc1ccc(S(=O)(=O)N2CCN(C(=O)N3CCOCC3)C2C)cc1 (stereo unspecified) | 0.19 | i
CNC(=O)c1ccc(-c2ccc(Cl)c(Cl)c2)s1 | -0.21 | i
CC(NC(=O)c1ccco1)C(c1cccs1)N1CCOCC1 (stereo unspecified) | -0.01 | i
COc1ccc(CNC(=O)Cc2c(C(=O)O)[nH]c3ccccc23)cc1 | -0.2 | i
COc1cc2c(cc1OC)CN(C(=O)COc1ccc(C#N)cc1)CC2 | 0.59 | i
O=C1CC(c2ccc(Cl)cc2)c2c(O)cc(O)cc2O1 (stereo unspecified) | -1.71 | i
CCOC(=O)c1ccc(Oc2cc(C)nc(SC)n2)cc1 | -1.6 | i
O=C(O)CCC(=O)NNC(=O)c1ccc(-c2ccccc2)cc1 | -0.06 | i
O=C(COC(=O)c1cc(Br)ccc1O)NC1CCCCCC1 | 0.1 | i
COc1ccc(/C=C/C(=O)O/N=C(\N)c2ccccc2)cc1OC | 0 | i
O=C(c1ccccc1-c1ccccc1)N1CCOCC1 | -0.73 | i
COC(=O)CC(c1ccccc1F)N1Cc2ccccc2C1=O (stereo unspecified) | -1 | i
NC(=O)c1ccc(NC(=O)Nc2ccc3c(c2)OCO3)cc1 | -1.54 | i
COc1ccc(CCN2C(=S)N(C)C(=O)C2CC(=O)Nc2ccc(F)cc2)cc1 (stereo unspecified) | -0.12 | i
CCOC(=O)c1ccc(NC(=O)c2nc(SC)ncc2Cl)cc1 | 0.92 | i
COc1ccc(C2C(C(=O)N3CCOCC3)=C(C)NC3=C2C(=O)CC(C)(C)C3)cc1O (stereo unspecified) | 2.84 | i
